NCI-60 one-dose screen, 48 h, at 10 µM unless noted. Numbers give growth in % (100 = growth as untreated, 0 = no growth, -100 = all killed).
CAKI-1: CAKI-1 renal cancer; actives 4.7% (n = 75,000)
U251: U251 CNS tumor cells. actives 5.4% (n = 80,000)
UO-31: UO-31 renal cancer; actives 5.2% (n = 81,000)
786-0: 786-0 renal cancer cells | actives 5.1% (n = 81,000) | AID 1794775
SF-295: SF-295 CNS cancer cells; actives 5.6% (n = 79,000); AID 1794758
TK-10: TK-10 renal cancer cells; actives 3.9% (n = 81,000)
SF-268: SF-268 CNS cancer cells. actives 3.1% (n = 82,000). AID 1794759
SN12C: SN12C renal cancer cells; AID 1794767; actives 3.8% (n = 81,000)
* marks the source's active call; other numbers are inactive results; x = not tested or not shown; & = joins results of further samples; [ ] = another dose, or the depositor's remark. How the source made its calls: active means growth percent below 10; inactive means the rest. Random draw from the library. About 9.2% of those tested had a hit in this group.

1	Cc1ccc(C(F)(F)F)cc1N1CCN(C(=O)[C@H]2C[C@H]2c2cccc(C(F)(F)F)c2)CC1
2	COc1cc(/C=C2/SC(=O)N(CCCC(=O)N3CCN(c4cc5c(cc4F)c(=O)c(C(=O)O)cn5C4CC4)CC3)C2=O)cc(OC)c1OC
3	CCN(CC)CCCNc1ccc(Nc2ccc(OC)cc2)cc1
4	O=C(/C=C/c1cn(-c2ccccc2)nc1-c1ccc(F)cc1)n1cnc2ccccc21
5	N#Cc1ccc(NC(=O)CSc2ccc(-c3ccccc3)nn2)cc1
6	O=C1NC(=O)C(CSc2ccccc2)(c2ccccc2)N1 (stereo not given)
7	COc1ccc(C(=O)/C=C/c2cc(-c3ccc4c(c3)OCO4)n[nH]2)cc1
8	O=C(C[C@@H](C(=O)NCc1cccc(C(F)(F)F)c1)N1C(=O)[C@@H](N2C(=O)OC[C@@H]2c2ccccc2)[C@H]1/C=C/c1ccccc1)NC1CCN(Cc2ccccc2)CC1
9	CCOc1ccccc1NC(=O)c1ccccc1
10	CC(C)C(OB(OC(C(C)C)C(C)C)OC(C(C)C)C(C)C)C(C)C

Assay by compound | 1 | 2 | 3 | 4 | 5 | 6 | 7 | 8 | 9 | 10
CAKI-1 | 52 | 98 | 85 | x | 62 | 88 | 57 | 85 | 97 | 95
U251 | 76 | 105 | 80 | 94 | 90 | 97 | 67 | 71 | 91 | 96
UO-31 | 66 | 89 | 48 | 73 | 49 | 89 | 61 | 64 | 94 | x
786-0 | 85 | 103 | 94 | 101 | 79 | 103 | 94 | 76 | 92 | 102
SF-295 | 89 | 106 | 120 | 96 | 59 | x | 63 | 102 | 103 | 100
TK-10 | 90 | 109 | 88 | 109 | 79 | x | x | 61 | 91 | 102
SF-268 | 93 | 96 | 77 | 93 | 91 | 123 | 87 | 58 | 103 | x
SN12C | 89 | 99 | 92 | 98 | 83 | 103 | 78 | 82 | 95 | 98

11	CCn1ncc2c(NNS(=O)(=O)c3ccccc3)ncnc21
12	CCCCCCn1c(=O)c2c(nc(NCCc3ccc(O)c(O)c3)n2C)n(C)c1=O
13	O=S(=O)(OCCCl)c1ccc(Cl)c(S(=O)(=O)OCCCl)c1
14	O=S1SC(c2ccccc2)=NN1c1ccccc1 (stereo not given)
15	CCN1CCN(c2cc(-c3ccccc3)nc(Nc3ccc(C(c4c[nH]c5ccc(Br)cc45)c4c[nH]c5ccc(Br)cc45)cc3)n2)CC1
16	CN(C)C(=O)c1cc(CCCOc2ccc(-c3noc(C(F)(F)F)n3)cc2N)on1
17	O=C(CSc1nc(-c2ccc(F)cc2)nc2c1Cc1ccccc1O2)Nc1ccc(C(=O)O)cc1
18	CCc1nc2ccc(Cc3ccc(C(=O)NO)cc3)cc2c(=O)n1CCc1ccccc1
19	CCOc1cc2c(Cl)ncnc2c(OCC)c1OCC
20	COc1ccc(NC2=C(Cl)C(=O)c3nc(C)ccc3C2=O)cc1OC

Assay by compound | 11 | 12 | 13 | 14 | 15 | 16 | 17 | 18 | 19 | 20
CAKI-1 | x | 60 | 93 | 69 | 85 | 81 | x | -37* | x | x
U251 | 97 | 92 | 95 | 87 | x | 92 | 97 | -71* | 83 | 106
UO-31 | 99 | 35 | 86 | 73 | 78 | 84 | 68 | -63* | -18* | 100
786-0 | 99 | 88 | 96 | 96 | 84 | 90 | 108 | -58* | 105 | 99
SF-295 | 104 | 98 | 110 | 90 | 100 | 88 | 100 | -79* | 96 | 104
TK-10 | x | 96 | 102 | 154 | 108 | 93 | 155 | -30* | 105 | 149
SF-268 | 105 | 86 | 97 | 91 | 77 | 93 | 99 | -49* | 34 | 85
SN12C | 99 | 88 | 97 | 96 | 87 | 89 | 96 | -20* | 94 | 90

21	c1nc2nonc2nc1C12CC3CC(CC(C3)C1)C2
22	c1ccc(CCc2ccc(OCCN3CCCCC3)cc2)cc1
23	CCOC(=O)C1=C(C)NC(SCc2nc(C)c(C)nc2C)N=C1c1ccc(OC)cc1 (stereo not given)
24	CC1(C)CC[C@]2(C(=O)N3CCNCC3)CC[C@]3(C)C(=CC[C@@H]4[C@@]5(C)Cc6c([nH]c7ccccc67)C(C)(C)[C@@H]5CC[C@]43C)[C@@H]2C1
25	CC(=O)Oc1ccccc1C(=O)[Se]C(=NC1CCCCC1)NC1CCCCC1
26	CCCCCCCCN1C(=O)[C@H]2Cc3c([nH]c4ccccc34)[C@H](C)N2C1=S
27	CC(=O)Nc1ccc(OC(C)=O)cc1N
28	CN1CN(C2CCCCC2)CSC1=S
29	O=C(Nc1nccs1)c1ccc(N=Cc2c(O)[nH]c3ccccc23)cc1
30	COc1ccc(/C=C/C(=O)OCCN2CCOCC2)cc1

Assay by compound | 21 | 22 | 23 | 24 | 25 | 26 | 27 | 28 | 29 | 30
CAKI-1 | 83 | 73 | 54 | 78 | -98* | 88 | 89 | 74 | 95 | 91
U251 | 97 | 69 | 98 | 83 | -87* | 99 | 102 | 93 | 105 | 98
UO-31 | 66 | 69 | 59 | 68 | -100* | 82 | 87 | 89 | 81 | 92
786-0 | 94 | 84 | 91 | 80 | -93* | 98 | 100 | 93 | 97 | x
SF-295 | 92 | 83 | 82 | 105 | -79* | 102 | 95 | 104 | 101 | 88
TK-10 | 92 | 88 | 110 | 101 | -99* | 93 | 91 | 100 | 106 | 86
SF-268 | 83 | 91 | 86 | 92 | 8.6* | 97 | 110 | 107 | 102 | 97
SN12C | 97 | 90 | 82 | 89 | -99* | 95 | 98 | 94 | 105 | 106

The closing 2 entries of the part before are carried over, then new ones follow:
29	O=C(Nc1nccs1)c1ccc(N=Cc2c(O)[nH]c3ccccc23)cc1
30	COc1ccc(/C=C/C(=O)OCCN2CCOCC2)cc1
31	COC(=O)C1(C)CCC[C@]2(C)[C@H]3C[C@H]4C(C(C)C)=C[C@]3(CC[C@@H]12)[C@H]1[C@@H]4[C@@H](OCC#CCN2CCOCC2)CC[C@@H]1OCC#CCN1CCOCC1 (stereo not given in full)
32	COc1ccc2[nH]c(=O)c(CNc3ccc(Nc4nccc(-c5ccc6ccccc6c5)n4)cc3)cc2c1
33	CCO/C=N/NC(=O)c1ccncc1
34	O=C1N(Cc2ccc(Cl)cc2)c2ccccc2C12NCCc1cccc(O)c12 (stereo not given)
35	CC(=O)OCc1cc(Cl)ccc1OC(C)=O
36	CCOCCOC(=O)c1ccccc1C(=O)c1ccccc1
37	CCOC(=O)c1nnsc1C(OC)Oc1ccccc1 (stereo not given)
38	Cc1csc[n+]1CC(=O)c1ccc2ccccc2c1
39	Fc1cccc(-c2nc(-c3c[nH]c4ncccc34)cs2)c1
40	Cc1cccc(C)c1N1CCN(CC(O)COc2ccc3c(C)cc(=O)oc3c2)CC1 (stereo not given)

Assay by compound | 29 | 30 | 31 | 32 | 33 | 34 | 35 | 36 | 37 | 38 | 39 | 40
CAKI-1 | 95 | 91 | 80 | 96 | 100 | 80 | x | 101 | 105 | 98 | -11*[100 µM] | 91
U251 | 105 | 98 | 71 | 97 | 105 | 96 | 95 | 95 | 103 | 109 | 34[100 µM] | 87
UO-31 | 81 | 92 | 73 | 66 | 99 | 65 | 91 | 91 | 85 | 96 | 61[100 µM] | 83
786-0 | 97 | x | 86 | 93 | 105 | 98 | 100 | 118 | 104 | 91 | 62[100 µM] | 95
SF-295 | 101 | 88 | 94 | 113 | 116 | 103 | 104 | 111 | 122 | 98 | 17[100 µM] | x
TK-10 | 106 | 86 | 98 | 105 | 103 | 107 | 96 | 104 | 103 | x | 18[100 µM] | 103
SF-268 | 102 | 97 | 84 | 74 | 101 | 92 | 104 | 97 | 111 | 99 | 46[100 µM] | 97
SN12C | 105 | 106 | 81 | 83 | 111 | 97 | 106 | 104 | 103 | 103 | 63[100 µM] | 97

41	c1ccc(C(CN2CCOCC2)c2ccccc2)cc1
42	CCN(CC)CCOC(=O)Nc1cc(C)cc(C)c1
43	CN(Cc1ccccc1)Cc1ccccc1
44	O=C(O)C#Cc1ccccc1[N+](=O)[O-]
45	Cc1nc(N)sc1Sc1nc2ccc(Cl)cc2c(=O)n1-c1ccc(Oc2ccccc2)cc1
46	O=C(C[n+]1ccccc1/C=N/O)c1ccccc1
47	CCCCOB(OCCCC)OCCCC
48	O=C(Nc1ccc(Cl)cc1F)c1cc(Br)ccc1O
49	COc1cc(-c2nc(SC(C)C)nc(Nc3ccc(F)c(Cl)c3)c2C#N)cc(OC)c1OC
50	Cc1nn(-c2ccccc2)c2nc(C)n(/N=C/c3c[nH]c4ccccc34)c(=O)c12

Assay by compound | 41 | 42 | 43 | 44 | 45 | 46 | 47 | 48 | 49 | 50
CAKI-1 | 98 | 95[100 µM] | 94 | 90 | 73 | 89 | 104 | -11* | 91 | 60
U251 | 89 | 97[100 µM] | 99 | 107 | 77 | 98 | 93 | 1.1* | 106 | x
UO-31 | 82 | 92[100 µM] | 93 | 70 | 62 | 79 | 92 | 6.0* | 84 | 53
786-0 | 108 | 102[100 µM] | 99 | 108 | 69 | 95 | 104 | 3.0* | 112 | 101
SF-295 | 107 | 98[100 µM] | 112 | 105 | 68 | 95 | 103 | -48* | 102 | 93
TK-10 | 80 | 154[100 µM] | 88 | 127 | 89 | 109 | 94 | 5.6* | 166 | 119
SF-268 | 105 | 103[100 µM] | 97 | 98 | 107 | 104 | 106 | 14 | 96 | 84
SN12C | 102 | 117[100 µM] | 101 | 106 | 74 | 101 | 101 | 1.0* | 93 | 87

Sorted by count of non-hydrogen atoms (ascending): some entries from above.
33	CCO/C=N/NC(=O)c1ccncc1
47	CCCCOB(OCCCC)OCCCC
42	CCN(CC)CCOC(=O)Nc1cc(C)cc(C)c1
19	CCOc1cc2c(Cl)ncnc2c(OCC)c1OCC
13	O=S(=O)(OCCCl)c1ccc(Cl)c(S(=O)(=O)OCCCl)c1
11	CCn1ncc2c(NNS(=O)(=O)c3ccccc3)ncnc21
5	N#Cc1ccc(NC(=O)CSc2ccc(-c3ccccc3)nn2)cc1
7	COc1ccc(C(=O)/C=C/c2cc(-c3ccc4c(c3)OCO4)n[nH]2)cc1
34	O=C1N(Cc2ccc(Cl)cc2)c2ccccc2C12NCCc1cccc(O)c12 (stereo not given)
4	O=C(/C=C/c1cn(-c2ccccc2)nc1-c1ccc(F)cc1)n1cnc2ccccc21
18	CCc1nc2ccc(Cc3ccc(C(=O)NO)cc3)cc2c(=O)n1CCc1ccccc1
45	Cc1nc(N)sc1Sc1nc2ccc(Cl)cc2c(=O)n1-c1ccc(Oc2ccccc2)cc1

Assay by compound | 33 | 47 | 42 | 19 | 13 | 11 | 5 | 7 | 34 | 4 | 18 | 45
CAKI-1 | 100 | 104 | 95[100 µM] | x | 93 | x | 62 | 57 | 80 | x | -37* | 73
U251 | 105 | 93 | 97[100 µM] | 83 | 95 | 97 | 90 | 67 | 96 | 94 | -71* | 77
UO-31 | 99 | 92 | 92[100 µM] | -18* | 86 | 99 | 49 | 61 | 65 | 73 | -63* | 62
786-0 | 105 | 104 | 102[100 µM] | 105 | 96 | 99 | 79 | 94 | 98 | 101 | -58* | 69
SF-295 | 116 | 103 | 98[100 µM] | 96 | 110 | 104 | 59 | 63 | 103 | 96 | -79* | 68
TK-10 | 103 | 94 | 154[100 µM] | 105 | 102 | x | 79 | x | 107 | 109 | -30* | 89
SF-268 | 101 | 106 | 103[100 µM] | 34 | 97 | 105 | 91 | 87 | 92 | 93 | -49* | 107
SN12C | 111 | 101 | 117[100 µM] | 94 | 97 | 99 | 83 | 78 | 97 | 98 | -20* | 74

32	COc1ccc2[nH]c(=O)c(CNc3ccc(Nc4nccc(-c5ccc6ccccc6c5)n4)cc3)cc2c1
15	CCN1CCN(c2cc(-c3ccccc3)nc(Nc3ccc(C(c4c[nH]c5ccc(Br)cc45)c4c[nH]c5ccc(Br)cc45)cc3)n2)CC1
2	COc1cc(/C=C2/SC(=O)N(CCCC(=O)N3CCN(c4cc5c(cc4F)c(=O)c(C(=O)O)cn5C4CC4)CC3)C2=O)cc(OC)c1OC

Assay by compound | 32 | 15 | 2
CAKI-1 | 96 | 85 | 98
U251 | 97 | x | 105
UO-31 | 66 | 78 | 89
786-0 | 93 | 84 | 103
SF-295 | 113 | 100 | 106
TK-10 | 105 | 108 | 109
SF-268 | 74 | 77 | 96
SN12C | 83 | 87 | 99

Going on with the list.
51	C#CCNC(=O)c1ccc2ccc3ccc(C(=O)NCC#C)nc3c2n1
52	CCOC(=O)CC1CSC(c2cccc(OC)c2)=N1 (stereo not given)
53	O=C(O)Cc1ccc(O)cc1
54	COc1cc(/C=C2\SC(=O)NC2=O)ccc1OCC(=O)Nc1ccc(C(=O)/C=C/c2cc3ccccc3nc2Cl)cc1
55	O=C1c2cccc3cccc(c23)C(=O)N1N1C(=O)c2cccc3c(N4CCN(Cc5ccccc5)CC4)ccc(c23)C1=O
56	OC(Cn1nnc2ccccc21)Cn1c2ccc(Br)cc2c2cc(Br)ccc21 (stereo not given)
57	Fc1ccc(CNc2c3ccccc3nc3ccccc23)cc1
58	O=CNc1ccccc1O
59	Oc1ccccc1/C=N/N1CCCCCC1
60	O=C1NCN(CCO)CN1

Assay by compound | 51 | 52 | 53 | 54 | 55 | 56 | 57 | 58 | 59 | 60
CAKI-1 | 96 | 89 | 92&96 | 80 | 81 | 93 | 26 | 107 | x | 93
U251 | 94 | 99 | 111&94 | 90 | 104 | 103 | 26 | 98 | 120 | 109
UO-31 | 83 | 99 | 93&96 | 66 | 77 | 100 | 13 | 76 | 83 | 97
786-0 | 94 | 93 | 102&97 | 101 | 105 | 93 | 28 | 111 | 110 | 90
SF-295 | 90 | 96 | 95&100 | 87 | 104 | 93 | 28 | 110 | x | 113
TK-10 | 87 | 98 | 98&97 | 104 | 114 | 95 | 30 | 135 | 103 | 107
SF-268 | 99 | 103 | 104&99 | 86 | 99 | 99 | 53 | 103 | 100 | 108
SN12C | 106 | 102 | 105&104 | 94 | 95 | 101 | 26 | 104 | 94 | 97

From PubChem BioAssay
